Screening data: PubChem, several laboratories
MgcRacGAP inhibition: MgcRacGAP GTPase-activating activity inhibitors, confirmation, biochemical, ADP Hunter fluorescence; AID 624330; 0.6% of 340,000 active; one-dose inhibition, % at 30 µM; IC50 in µM for titrated hits; MgcRacGAP-stimulated Rac1 GTP hydrolysis, ADP Hunter fluorescence; higher % means a stronger effect; GST-tagged Rac1 F28L mutant substrate;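 active = first-screen hits whose inhibition reached a set limit at any dose in the follow-up dose series; inconclusive = inhibition above the set first-screen limit but never retested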;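 also: fluorescence reports GDP produced by GAP-driven GTP hydrolysis; strong numbers were not always called active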
TNAP activation fold: human TNAP enzyme activators, primary screen, biochemical, luminescent, no phosphate acceptor, uHTS (AID 1001); purified TNAP, luminescent activation assay, no phosphate acceptor; higher activation fold means a stronger effect; 0.03% of 200,000 active; activation fold at 20 µM, or EC50 in µM where a hit was titrated; in the data active = activation fold from about 3, or a potency from the dose series; inactive = the rest, 99 in 100 with activation fold below about 1.6; also: many of its hits are not listed in these tables
Large T inhibition: TAg ATPase/helicase activity blockers – biochemical (AID 1903). 0.39% of 310,000 active. one-dose inhibition, % at 20 µM; IC50 in µM for titrated hits. SV40 large T antigen ATPase/helicase inhibition assay; higher % means a stronger effect; in the data active = a potency from the dose series; inconclusive = inhibition mostly from about 32% at the one dose, without a potency; inactive = the rest, 99 in 100 with inhibition below about 32%; also: strong numbers were not always called active
Myeloid diff MLP: promotes myeloid progenitor differentiation | ER-HoxA9 myeloid progenitors, lysozyme-GFP differentiation, flow cytometry | calls only at 10 µM | 1% of 360,000 active;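 active = normalized GFP-positive differentiation at or above the plate's own cutoff, the solvent-only control mean plus 3 SD; inconclusive = no clear call, values can overlap the other calls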;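 also: cells exposed to compound for four days before flow analysis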
K1F lysis inhibition: inhibition of K1F phage lysis, E. coli UTI89, bacterial capsule biogenesis inhibitors, alamar blue (AID 488966) | 0.02% of 340,000 active | E. coli UTI89 K1F phage lysis, alamar blue, 2 h; higher % means a stronger effect | inhibition, % at 100 µM, or IC50 in µM where a hit was titrated;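 active = phage lysis inhibition, versus mean bacterial control, above a set limit; inconclusive = no clear call, values can overlap the other calls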;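 also: capsule biogenesis inhibitors block K1F phage lysis so surviving cells raise fluorescence; higher fluorescence means more inhibition of phage lysis; actives were called in the ten point dose series up to 300 µM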
RSV antiviral HEp-2: inhibition of RSV-induced cytopathic effect – HEp-2 cells, primary 10 µM value included (AID 2391); 0.13% of 310,000 active; HEp-2 cells, RSV-induced CPE inhibition; higher % means a stronger effect; one-dose CPE inhibition, % at 10 µM; IC50 in µM for titrated hits; in the data active = a potency from the dose series; inconclusive = CPE inhibition mostly from about 23% at the one dose, without a potency; inactive = the rest, 99 in 100 with CPE inhibition below about 21%; also: strong numbers were not always called active
NTR1 ag: agonists of NTR1, primary screen, imaging, U2OS cells, beta-arrestin-GFP, high content (AID 493036) | P30989 | NTR1-U2OS beta-arrestin-GFP spot imaging, agonist mode | activation, % at 20 µM | 0.17% of 330,000 active;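 active = activation at or above 40% of the spot to cytoplasm intensity ratio, with at least 20 cells analyzed; inconclusive = wells under 20 cells, flagged as cytotoxic or low count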;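 also: 0% = DMSO without peptide and 100% = 100 nM NTR1 peptide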
Target sequence (P30989 whole entry, looked up): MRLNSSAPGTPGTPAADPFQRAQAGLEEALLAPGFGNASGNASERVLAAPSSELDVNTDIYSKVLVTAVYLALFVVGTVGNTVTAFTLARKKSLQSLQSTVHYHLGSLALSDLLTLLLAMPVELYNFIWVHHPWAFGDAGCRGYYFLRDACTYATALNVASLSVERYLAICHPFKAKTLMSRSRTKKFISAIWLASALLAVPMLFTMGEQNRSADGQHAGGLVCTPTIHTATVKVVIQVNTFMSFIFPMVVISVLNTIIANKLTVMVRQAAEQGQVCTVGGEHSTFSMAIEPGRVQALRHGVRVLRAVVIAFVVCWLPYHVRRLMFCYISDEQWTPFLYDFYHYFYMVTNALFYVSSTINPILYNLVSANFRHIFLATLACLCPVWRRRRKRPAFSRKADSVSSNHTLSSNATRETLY
PhoP inhibition: PhoP-dependent GFP reporter repression – Salmonella Typhimurium, primary screen (AID 1863); S. Typhimurium PhoP-regulated promoter GFP reporter, 4 h; higher % means a stronger effect; 0.16% of 300,000 active; inhibition, % at 50 µM, or IC50 in µM where a hit was titrated;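 active = inhibition over 29.93%, a cutoff 3 SD above the screen mean, later confirmed by dose response; inconclusive = inhibition over 29.93% but no dose response follow-up; inactive = inhibition at most 29.93% or unconfirmed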;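 also: 0% = low Mg2+ inducing control and 100% = high Mg2+ repressing control; strong numbers were not always called active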
T cell modulator: T cell immune modulation candidate; 2C CD8+ T cell-vesicle binding, flow cytometry; active compounds read low; calls only at 7 µM; 0.068% of 330,000 active; AID 2052;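 active = response, share of CD8 T cells binding vesicles, and their 90th percentile fluorescence all below set limits, cut at about 80% in these data, passing the limit was not always enough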
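Material: murine 2C transgenic CD8+ T lymphocytes / Also added: QL9-peptide-loaded Drosophila micro-vesicles bearing Ld, ICAM-1 and B7-1 / Schedule: binding step 1.5 h, 37 °C, antibody labelling 20 min, ice / Signal: flow cytometry, PE anti-B7-1 (FL2) versus Alexa647 anti-CD8 (FL8), PFA-fixed / Evaluation: percent CD8+ FL2 mean versus row control / Benchmarks: naked versus QL9-loaded vesicles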
T cell modulator vesicle-bound %: further read-out of T cell modulator, marked with its call; double positive events, %; measured here: CD8+ vesicle-bound cell fraction;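 binding gate set so that unloaded-vesicle control wells show 10% double positive cells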
NTR1 ag cell count 20 µM: second read-out of NTR1 ag, no call of its own (marks repeat the call); cell count; measured here: cell count, cytotoxicity flag
Myeloid diff MLP GFP+ MAC1+ %: recorded beside Myeloid diff MLP, whose call it bears; GFP+ MAC1+ double positive, %; measured here: differentiation confirmed by MAC1 staining
* marks the source's active call; other numbers are inactive results; i = inactive; ? = inconclusive; . = not tested or not shown; + = active, no number; [ ] = another dose, or the depositor's remark.

Screens in order – MgcRacGAP inhibition	TNAP activation fold	Large T inhibition	Myeloid diff MLP	Myeloid diff MLP GFP+ MAC1+ %	K1F lysis inhibition	RSV antiviral HEp-2	NTR1 ag	NTR1 ag cell count 20 µM	PhoP inhibition	T cell modulator	T cell modulator vesicle-bound %
> O=C(c1ccc(C#CC2(O)CCCCC2)cc1)N1CCN(C(c2ccccc2)c2ccccc2)CC1
 : 2%	1.1	12%	i	1.0	0.3%	4.1%	3.2	56	-5%	i	40
> COC(=O)C1=CN(Cc2cccs2)C=C(C(=O)OC)C1c1ccc(OC)cc1OC
 : 2%	1.2	.	i	0.3	-2.4%	3.4%	-0.3	31	.	i	34
> CCOC(=O)CCn1c2nc(C)cc(C)c2c(=O)n1-c1ccccc1
 : 7%	1.2	11%	i	1.4	0.1%	2.6%	1.8	66	1%	i	43
> COc1cc(C(=O)NCC(=O)N/N=C/c2ccc(-c3ccc([N+](=O)[O-])cc3)o2)cc(OC)c1OC
 : 7%	.	9%	.	.	0.3%	21%	-3.2	43	5%	i	15
> C=CCn1cc(CN2CCC(C(=O)Nc3cccc(-c4cccc(Cl)c4)c3)CC2)c(C)n1
 : 9%	.	7%	i	1.0	-0.2%	2.0%	11	40	-9%	i	27
> Cc1nc(N2C(=O)C(=O)/C(=C(/O)c3ccccc3)C2c2ccco2)sc1C (centres undefined)
 : 16%	1.1	6%	i	1.0	0.2%	0.3%	1.3	40	-5%	i	36
> CCCc1nnc(-c2ccc(OC)cc2)o1
 : 7%	1.1	7%	i	0.6	4.8%	0.3%	0.7	49	13%	i	59
> C=C1CC2C(=O)N(Cc3ccccc3)C(C(=O)OCC)(C(=O)OCC)C1N2C(=O)OC(C)(C)C (centres undefined)
 : 2%	.	-1%	i	1.5	0.5%	0.2%	0.0	53	-8%	i	26
> O=C(Cc1cccs1)NC(Cc1c[nH]c2ccccc12)C(=O)O (centres undefined)
 : 5%	.	5%	i	0.8	-0.3%	0.6%	0.0	51	5%	i	35
> NC(=O)c1ccsc1NC(=O)C1CC1
 : 9%	.	.	i	1.4	-1.5%	0.4%	0.0	70	-3%	i	43
> O=C1CC(N2CCCc3ccccc32)C(=O)N1c1ccccc1 (centres undefined)
 : 9%	1.2	7%	i	1.0	-0.6%	0.8%	-1.1	80	7%	i	20
> CC(=O)c1coc2ccc(OCC(=O)O)cc12
 : -3%	1.1	20%	+	4.9*	-0.2%	1.0%	1.1	64	-12%	i	47
> Cc1c(NC(=O)c2cc(-c3ccc(Cl)s3)nc3ccccc23)c(=O)n(-c2ccccc2)n1C
 : 2%	1	11%	i	0.8	1.0%	2.1%	3.5	68	-12%	i	11
> O=C(c1ccc(S(=O)(=O)N2CCOCC2)cc1)N(c1ccc(F)cc1)C1C=CS(=O)(=O)C1 (centres undefined)
 : 0%	1	6%	i	6.4	0.5%	2.8%	1.0	52	-8%	i	29
> CS(=O)(=O)N1CCN(c2cnn(-c3ccccc3)c(=O)c2Cl)CC1
 : 7%	1.1	1%	i	0.2	0.6%	0.2%	-0.2	63	10%	i	52
> O=C(O)CCCn1nc(C(F)(F)F)c2c1CCCCC2
 : 9%	1	5%	i	0.2	0.1%	-0.4%	-0.4	79	-7%	i	31
> CC12CCC(c3n[nH]c(=S)nc31)C2(C)C (centres undefined)
 : -1%	1	24%	i	1.4	0.7%[50 µM]	1.1%	2.1	71	9%	i	43
> COc1ccccc1N1CC(C(=O)Nc2nnc(SCC(=O)NCC3CCCO3)s2)CC1=O (centres undefined)
 : 0%	.	14%	i	4.7	-0.1%	1.4%	-0.2	49	-5%	i	35
> O=C(NCCCN1CCCC1=O)Nc1ccc([N+](=O)[O-])cc1
 : 9%	.	0%	i	0.2	-1.7%[50 µM]	5.1%	-1.1	80	1%	i	12
> CC(=O)NC(Cc1ccccc1F)C(=O)NC1CCN(C(=O)c2cnccn2)CC1 (centres undefined)
 : 10%	1.1	5%	i	4.8	1.0%	0.2%	1.6	67	-3%	i	24
> Cc1c(Cl)c(C(F)(F)F)nn1CC(=O)NN
 : 3%	1.1	5%	i	0.2	0.2%	1.5%	-1.3	72	11%	i	23
> CCCN1CCN(C(=O)c2cc(COc3ccc(F)c(F)c3)on2)CC1
 : -1%	.	17%	i	1.2	0.0%	-0.2%	1.0	45	-12%	i	6
> CCC(C)c1ccc(-n2c(=O)c3ccccc3n3c(=S)[nH]nc23)cc1 (centres undefined)
 : 4%	.	20%	i	0.2	0.3%	1.9%	0.4	53	3%	i	18
> O=C(CSc1ccccn1)N1CCCC(Nc2ccc(F)c(F)c2)C1 (centres undefined)
 : 3%	.	4%	i	0.6	-0.1%	2.9%	1.2	54	3%	i	69
> Cc1ccc(N(C)C(=O)C2CCCN2S(=O)(=O)c2ccc3c(c2)n(C)c(=O)c(=O)n3C)cc1 (centres undefined)
 : 14%	.	11%	i	0.4	-0.1%	0.1%	-0.3	64	-7%	i	27
> Cc1ccccc1-n1c(=O)n(Cc2ccco2)c(=O)c2[nH]cnc21
 : 12%	.	7%	i	0.2	0.2%	0.9%	3.8	92	-4%	i	42
> O=C(NCC(=O)N(Cc1ccccc1)C(C(=O)NC1CCCC1)c1ccco1)c1ccco1 (centres undefined)
 : 5%	1	6%	i	0.2	3.6%	0.8%	-1.4	90	-4%	i	26
> COCc1cc(C)n(CC(=O)NC(C)c2ccccc2)c(=O)c1C#N (centres undefined)
 : 1%	1	3%	i	1.5	-0.1%	2.7%	1.1	89	4%	i	54
> COc1ccc(CCNC(=O)c2ccc(NS(=O)(=O)c3c(C)noc3C)cc2)cc1OC
 : 11%	1.1	19%	i	0.2	0.9%	0.1%	-6.3	79	-7%	i	33
> O=C(CCN1CCCCO1)N1CCCC(N2CCN(c3ccc(F)cc3)CC2)C1 (centres undefined)
 : 4%	.	.	i	1.8	-0.1%	-1.4%	-0.8	59	14%	i	9
> CCN(Cc1ccccc1)S(=O)(=O)c1ccc(C(=O)Nc2nnc(-c3ccccc3OC)o2)cc1
 : 2%	1.1	2%	i	1.7	0.6%	1.1%	2.0	49	-9%	i	29
> CC(=O)c1ccc2c(c1)OCCOCCOc1ccccc1OCCOCCO2
 : 3%	.	1%	i	0.9	-0.7%	1.9%	0.4	59	-6%	i	58
> CCOC(=O)C(C(=O)Nc1ccccn1)C1CCCCC1 (centres undefined)
 : 6%	1.1	3%	i	1.6	0.2%	1.8%	1.4	64	-9%	i	7
> Cc1ccccc1S(=O)(=O)N1CCN(C)CC1
 : 8%	.	19%	i	0.3	0.8%	1.0%	-0.1	48	11%	i	48
> O=C(CN1C(=O)c2ccccc2S1(=O)=O)Nc1ccc([N+](=O)[O-])cc1
 : 0%	.	.	i	0.3	0.3%[50 µM]	.	0.0	46	.	i	6
> O=C(Cn1c2[n+](c3ccc(C(F)(F)F)cc31)CCCCC2)c1ccc2c(c1)OCCO2
 : -5%	1.1	2%	i	0.8	0.2%	-0.8%	-0.7	84	-2%	i	32
> O=C(COC(=O)CNC(=O)c1ccc(Cl)cc1)NC1CCCCCC1
 : 1%	.	.	i	0.3	0.4%[50 µM]	-0.2%	-0.6	52	.	i	43
> Cc1oc(-c2ccccc2Cl)nc1CSCC(=O)O
 : 15%	0.9	12%	i	1.1	0.3%	2.0%	6.3	53	2%	i	39
> CC(C)Cc1ccc(-c2cc(=O)[nH][nH]2)cc1
 : .	1.2	?	i	0.1	.	1.7%	0.9	60	-2%	i	63
> COc1ccccc1NC(=O)CN1CCN(CC(=O)Nc2ccc(OCc3ccccc3)cc2)CC1
 : 5%	1	8%	i	0.6	1.0%	?	7.5	55	-4%	i	59
> Cn1c(N)c(C(=O)CSc2ccc3c(c2)OCCO3)c(=O)n(C)c1=O
 : -7%	0.9	-1%	i	1.5	0.0%	2.1%	2.3	54	-5%	i	45
> COc1ccc(/C=C/C(=O)NC(=S)Nc2cc3oc4ccccc4c3cc2OC)cc1
 : 10%	1	9%	i	0.0	-0.3%	-0.2%	0.1	62	-7%	i	56
> Cc1cc(-c2ccc(N3C(=O)CCC3=O)c(C)c2)ccc1N1C(=O)CCC1=O
 : 10%	1.1	0%	i	1.2	0.7%	1.1%	-0.1	34	-6%	i	49
> Nc1ccc(-c2cnc[nH]2)cc1[N+](=O)[O-]
 : 9%	.	0%	i	0.5	-0.6%	0.6%	0.6	42	5%	i	4
> COc1ccc(N(CC(=O)NC2CCCCC2)C(=O)CNC(=O)c2ccco2)cc1
 : 4%	1.1	1%	i	0.4	-4.0%	-0.8%	0.1	55	8%	i	41
> COCc1nnc(NC(=O)c2ccc3c(c2)OCO3)s1
 : 1%	1	1%	i	0.3	-1.6%	-1.8%	1.6	33	-4%	i	56
